TRPC4 agonist: TRPC4 (mouse) channel activation | HEK293 TRPC4beta/mu-opioid, Fluo4 calcium fluorescence; stronger effect = higher value | B-score at 10 µM | actives 0.49% (n = 310,000) | AID 2237;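 active means B-score above 5 SD of library B-scores, and initial fluorescence ratio not above library mean plus 5 SD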;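 further: positive B-score marks a calcium rise read as TRPC4 activation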
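Material: HEK293 stable line with TRPC4beta plus mu-opioid receptor; technique: Fluo4 calcium-sensitive dye fluorescence, kinetic, 1 Hz baseline; timing: Fluo4 dye loading 45 min at room temperature, 110 s recording; controls: assay buffer as low control, maximal DAMGO as high control; read-out: integrated baseline-normalised fluorescence ratio, converted to per-well B score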
TMEM16A act: activates or potentiates the mouse TMEM16A chloride channel. HEK293 TMEM16A/YFP-H148Q/I152L, iodide quench fluorescence; stronger effect = lower value. Q8BHY3. B-score at 10 µM. actives 0.3% (n = 340,000);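 active means fluorescence-ratio B-score plate-corrected deviation score at least 3 library SD below zero, with starting fluorescence score within 5 deviations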;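 further: channel opened by trigger with iodide after compound preincubation; score built on the fluorescence ratio of max minus min over baseline; more negative score means more quench and so TMEM16A activation or potentiation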
hERG protect: hERG (human) protection from proarrhythmic block; Q12809; CHO-hERG, FluxOR thallium flux, dofetilide IC70 present; activation (rescue from dofetilide block), less the hit threshold, % at 10 µM; actives 0.51% (n = 310,000);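 active means activation above the mean of controls blocked by dofetilide plus 5 SD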;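 further: thallium influx through hERG after potassium depolarization seen as dye fluorescence rise; in these data hits start at about 4.7%; inactives centre near -7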
KCNQ1 pot: potentiates or activates the human KCNQ1 potassium channel. P51787. CHO-K1 KCNQ1, thallium flux FluxOR fluorescence; stronger effect = higher value. B-score at 10 µM. actives 0.35% (n = 310,000);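 active means fluorescence ratio B-score, a plate-corrected score, at least three library SD, with initial intensity B-score within 5 SD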
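Assay system: stable KCNQ1 CHO-K1 line; medium: assay buffer, equal DMSO in all wells; timing: 90 min dye loading and 20 min compound exposure, both at room temperature; technique: kinetic FluxOR thallium fluorescence, 10-s 1-Hz baseline, 110-s post-stimulus read; read-out basis: B score of baseline-normalized fluorescence ratio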
Dyrk1A ADPGlo: Dyrk1A (rat) kinase inhibition; ADP-Glo luminescence, NFATc1 peptide; actives 0.43% (n = 310,000); inhibition, % at 12.5 µM; in the data active means inhibition above about 50%;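 further: plate controls were vehicle with enzyme for no effect and no enzyme for full effect; many of its hits are not listed in these tables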
TRPC4 potent: TRPC4 (mouse) allosteric potentiation; Q9QUQ5; B-score at 10 µM; AID 2227; HEK293 TRPC4beta/mu-opioid, DAMGO EC20, Fluo-4 Ca2+ flux; stronger effect = higher value; actives 0.42% (n = 310,000);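 active means B-score of calcium response area above 5 SD of library B-scores, with initial fluorescence ratio within 5 SD of library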;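 further: B-score of integrated fluorescence ratio over time as area under calcium response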
KCNK9 inh: inhibitors of human KCNK9 two-pore domain potassium channel; Q9NPC2; HEK293 KCNK9, FluxOR thallium flux fluorescence; stronger effect = lower value; B-score at 10 µM; actives 1.2% (n = 310,000);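 active means ratio B-score over 3 SD below the library mean, with starting fluorescence within 5 SD of its mean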;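 further: negative B-score means less thallium flux so channel inhibition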
Target sequence (Q9NPC2 whole entry, looked up, the tested form may be a part): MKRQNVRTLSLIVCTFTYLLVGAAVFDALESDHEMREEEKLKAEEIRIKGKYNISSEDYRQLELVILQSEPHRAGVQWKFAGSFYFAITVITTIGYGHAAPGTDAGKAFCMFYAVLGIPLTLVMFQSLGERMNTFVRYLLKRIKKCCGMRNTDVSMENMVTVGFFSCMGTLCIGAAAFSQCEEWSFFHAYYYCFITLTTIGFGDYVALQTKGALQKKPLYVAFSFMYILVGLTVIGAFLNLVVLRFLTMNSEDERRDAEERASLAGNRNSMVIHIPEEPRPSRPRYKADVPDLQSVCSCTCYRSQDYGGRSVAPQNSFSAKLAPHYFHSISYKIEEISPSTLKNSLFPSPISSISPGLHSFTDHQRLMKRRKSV
ANO1 block: mouse TMEM16A channel inhibition, primary screen; Q8BHY3; HEK293 TMEM16A/YFP iodide influx fluorescence, ionomycin; normalized B-score (activity score, 25-100; higher = stronger inhibition) at 10 µM; actives 1.2% (n = 310,000);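 active means ratio plate-corrected score three or more library SD toward inhibition, starting fluorescence score within five deviations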;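 further: score derived from kinetic fluorescence span divided by baseline fluorescence per well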
HDAC3 inhib: blocks human histone deacetylase 3; AID 2718; inhibition, % at 8.3 µM; recombinant HDAC3, fluorogenic peptide/trypsin coupled, fluorescence; O15379; actives 0.15% (n = 320,000); in the data active means inhibition above about 26%, passing the limit was not always enough; inconclusive means no clear call, values can overlap the other calls
KCNK3 block: human KCNK3 channel inhibition, primary screen; O14649; CHO-KCNK3 thallium flux, FluxOR fluorescence; stronger effect = lower value; B-score at 10 µM; actives 0.84% (n = 340,000); AID 602410;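 active means B-score under library mean minus 4 SD, starting fluorescence ratio at most library mean plus 5 SD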;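 further: more negative B-score means stronger inhibition of thallium flux through KCNK3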
Target sequence (O14649 whole entry, looked up): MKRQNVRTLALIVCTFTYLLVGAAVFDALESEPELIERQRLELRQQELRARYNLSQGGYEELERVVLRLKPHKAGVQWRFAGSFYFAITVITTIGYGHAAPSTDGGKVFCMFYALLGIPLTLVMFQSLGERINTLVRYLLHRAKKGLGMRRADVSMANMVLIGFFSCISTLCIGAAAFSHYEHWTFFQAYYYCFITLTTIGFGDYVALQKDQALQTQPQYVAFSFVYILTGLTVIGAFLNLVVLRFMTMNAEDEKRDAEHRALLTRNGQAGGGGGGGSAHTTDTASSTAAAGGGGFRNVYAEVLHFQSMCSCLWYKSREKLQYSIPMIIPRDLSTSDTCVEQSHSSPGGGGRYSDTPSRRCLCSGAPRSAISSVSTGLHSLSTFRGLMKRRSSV
KCNQ1 block: blocks the human KCNQ1 potassium channel | P51787 | CHO-K1 KCNQ1, FluxOR thallium flux fluorescence; stronger effect = higher value | B-score at 10 µM | actives 1.3% (n = 310,000) | AID 2642;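 active means compounds whose thallium flux B-score, printed positive for inhibition, exceeds three library SD while starting fluorescence stays within three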;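 further: channel opened by potassium depolarization with thallium stimulus after 20 min compound exposure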
The depositor's hits bear a star; i = inactive; ? = inconclusive; · = not tested or not shown.

SMILES | HDAC3 inhib | TRPC4 agonist | KCNQ1 block | Dyrk1A ADPGlo | TRPC4 potent | KCNK3 block | ANO1 block | hERG protect | KCNK9 inh | TMEM16A act | KCNQ1 pot
CN(C)c1cc(NC(=O)CN2CCCC2)c2ccccc2n1 | -0.1 | i | i | -2.1 | i | i | i | 0.1 | i | i | i
Nn1c(SCC(=O)Nc2ccc3c(c2)OCCO3)nnc(CCC(=O)O)c1=O | 2.9 | i | i | -4.7 | i | i | i | -0.7 | i | i | i
CC(C)C(=O)N=C1NC(=O)CS1 | 10.7 | i | i | -5.4 | i | i | i | -8.1 | i | i | i
CN=c1c([N+](=O)[O-])nn(-c2ccc3c(c2)OCCO3)n1O | 1.0 | i | i | 0.5 | i | i | i | -8.9 | i | i | i
COC(=O)c1ccc(OC)c(CSc2nnc(COc3ccc(Cl)cc3)o2)c1 | 0.8 | i | i | -6.9 | i | i | i | -4.3 | i | i | i
O=c1c(=O)n(O)c2ccccc2n1O | 6.2 | i | i | -1.2 | i | i | i | 1.4 | i | i | i
CCCCn1c(N)c(N(CC(C)C)C(=O)CN(C)Cc2cccc(OC)c2)c(=O)[nH]c1=O | 2.6 | i | i | -0.7 | i | i | i | -8.3 | i | i | i
O=C(COC(=O)c1ccc(Cl)nc1)NCc1ccco1 | 3.1 | i | i | -1.9 | i | i | i | -7.9 | i | i | i
CCc1cc(CNC(=O)c2cc(COc3ccc(C)nc3)on2)on1 | 2.3 | i | i | 1.0 | i | -9.42* | i | -6.1 | i | i | i
COc1ccc(Cc2nnc(NC(=O)c3cc(OC)cc(OC)c3)s2)cc1 | 4.6 | i | i | -1.1 | i | i | i | -6.1 | i | i | i
Oc1ccc(N2CCN(c3ccnc4cc(Cl)ccc34)CC2)cc1 | -7.0 | i | i | 7.3 | i | i | i | -2.8 | i | i | i
O=C1CCc2cc(S(=O)(=O)NCCCC(=O)N3CCN(Cc4ccc5c(c4)OCO5)CC3)ccc2N1 | 3.8 | i | i | -2.7 | i | i | i | -10.1 | i | i | i
CCc1ccc(-n2c(=O)c3ccccc3n(CC(=O)C(C)(C)C)c2=O)cc1 | -5.0 | i | i | -0.8 | i | i | i | -6.8 | i | i | i
O=C(O)c1ccc(NC(=O)c2cn(-c3ccccc3)nc2-c2ccc(Br)cc2)cc1 | 5.1 | i | i | -1.0 | i | i | i | -18.3 | i | i | i
Cc1ccc(S(=O)(=O)N2CCN(C(=O)N3CCCC3)CC2)cc1 | 1.7 | i | i | 1.8 | i | i | i | -7.5 | i | i | i
CCn1c(SCC(=O)N/N=C/c2ccc(C)o2)nnc1-c1ccc(C(C)(C)C)cc1 | -4.8 | i | i | -0.4 | i | i | i | 0.8 | i | i | i
Cc1ccc(OCc2ccc(C(=O)N3CCCC3)o2)c([N+](=O)[O-])c1 | -2.4 | i | i | 4.8 | i | i | i | -3.9 | i | i | i
CCC1(C)CC(C(CC(=O)O)c2ccc(C)cc2)CCO1 (configuration not stated) | -4.7 | i | i | -6.4 | i | i | i | -4.0 | i | i | i
COc1ccccc1N1CCN(CC(O)c2c(C)[nH]c3ccccc23)CC1 (configuration not stated) | 3.2 | i | i | 2.5 | i | i | i | -4.8 | i | i | i
CC[n+]1c(/C=C2\C=C(C)CC(C)(C)C2)sc2ccccc21 | 14.1 | i | 7* | -6.5 | i | i | i | -27.6 | i | i | i
Cc1ccc(CNC(=O)CCC(=O)N2CC(C)Oc3ccccc32)cc1 (configuration not stated) | 1.4 | i | i | 3.4 | i | i | i | -7.6 | i | i | i
C=CCn1c(COc2ccccc2C)nnc1SCC(=O)O | -1.0 | i | i | -8.2 | i | i | i | -1.5 | i | i | i
On1c(-c2ccc(Cl)cc2Cl)nc2ncccc21 | 0.8 | i | i | -1.8 | i | i | i | -6.2 | i | i | i
O=C(CCc1nnc2ccc(N3CCC4(CC3)OCCO4)nn12)NCc1ccccc1Cl | 1.9 | i | i | · | i | i | i | -7.2 | i | i | i
C#CCOCCOCCOCCNc1nc(N2CCN(C(=O)[C@H](CCCCN)n3cc(C(N)CO)nn3)CC2)nc(N2CCN(C(=O)[C@H](CCCCN)n3cc(C(N)COC(=O)C(F)(F)F)nn3)CC2)n1 (some centres not stated) | 6.4 | i | i | · | i | · | i | 1.3 | i | · | i
CCn1c2ccccc2c2cc(NC(=O)CSc3nnc(-c4ccc(OC)cc4)n3N)ccc21 | -0.7 | i | i | 7.0 | i | i | i | -4.3 | i | i | i
C#CCn1c(=O)c2c(ncn2C)n(C)c1=O | -2.4 | i | i | 4.2 | i | i | i | -6.1 | i | i | i
COc1ccc(CN(C)S(=O)(=O)c2nnc(NC(=O)c3cccc(C)c3)s2)cc1OC | -0.1 | i | i | · | i | i | i | -11.1 | i | i | i
CC(NC(=O)COC(=O)CCc1nc2ccccc2c(=O)[nH]1)c1ccccc1 (configuration not stated) | 5.1 | i | i | · | i | i | i | -7.0 | i | i | i
COc1ccc(C(C(=O)NC2CCCCC2)N(C(=O)c2ccco2)c2ccccc2C(C)=O)cc1OC (configuration not stated) | -0.3 | i | i | -4.3 | i | i | i | -6.7 | i | i | i
CCc1ccc(C2NC(=S)NC3=C2C(=O)CCC3)cc1 (configuration not stated) | -2.4 | i | i | -3.3 | i | i | i | -6.7 | i | i | i
O=C(O)c1cnc(-c2ccccc2)nc1Sc1ccccc1Cl | -6.7 | i | i | 9.1 | i | i | i | -5.6 | i | i | i
O=C(CSc1nnnn1Cc1ccccc1)NC1CCCCC1 | -3.0 | i | i | 0.4 | i | i | i | -11.4 | i | i | i
Cc1cc2oc3c(c(=O)c2cc1C)C(c1cccc(Br)c1)N(Cc1ccco1)C3=O (configuration not stated) | 1.8 | i | i | -0.4 | i | i | i | -7.8 | i | i | i
Cc1cccc(-n2c(CNC(=O)COc3ccccc3)nnc2SCC(=O)Nc2nccs2)c1 | 3.4 | · | · | 11.2 | · | i | i | · | · | i | ·
O=c1cc(-c2ccccc2)nc(SCc2ccc(F)cc2)[nH]1 | -1.5 | i | i | -3.9 | i | i | i | -7.1 | i | i | i
Cc1ccc2nc(SCC(=O)N/N=C/c3ccc(C(=O)O)cc3)cc(C)c2c1 | 5.5 | i | i | · | i | i | i | -5.2 | i | i | i
Cc1ccc(C2CC(c3cccs3)=NN2C(=O)CSC2=NN3CCCC(=O)N=C3S2)cc1 (configuration not stated) | 2.0 | i | i | 7.3 | i | i | i | -7.9 | i | i | i
Cc1ccc(S(=O)(=O)CCC(=O)OCc2ccccc2F)cc1 | -1.2 | i | i | · | i | i | i | -9.7 | i | i | i
CCC(C)n1c(=S)[nH]c2ccccc2c1=O (configuration not stated) | 5.5 | i | i | 4.8 | i | i | i | 13.7* | i | i | 14*
Cc1ccc(NC(=O)CSc2nnc(NC(=O)c3ccc(S(=O)(=O)N4CCOCC4)cc3)s2)cc1 | -1.0 | i | i | 0.6 | i | i | i | -5.4 | i | i | i
CN(C)c1ccc(/C=N/NC(=O)CN(c2ccccc2Cl)S(C)(=O)=O)cc1Br | 19.1 | i | i | -2.1 | i | i | i | -5.9 | i | i | i
Cc1ccc(C(=O)Cn2nnc(-c3ccccc3-n3cnnn3)n2)cc1 | -1.8 | i | i | 2.2 | i | i | i | 3.1 | i | i | i
O=C1NCCN/C1=C\C(=O)c1ccccc1 | 19.8 | i | i | 13.4 | i | i | i | -8.7 | i | i | i
O=C(N1CCNCC1)N1CCOCC1 | 5.3 | i | i | · | i | · | i | -7.8 | i | · | i
COc1cc2c(cc1OC)CN(Cc1ccc(OC)c(C)c1OC)CC2 | -10.5 | i | i | -4.8 | i | i | i | -15.1 | i | i | i
CCOC(=O)/C(C(=Nc1ccccc1)Nc1ccccc1)=C(\C)O | -2.8 | i | i | · | i | i | i | -13.3 | i | i | i
CCOc1cc(CNc2ccccc2)cc(Br)c1OCC(=O)NC(C)(C)C | 1.3 | i | i | 3.0 | i | i | 25* | -3.6 | i | i | i
CCOC(=O)c1c(NC(=O)CSc2nnc(-c3ccccc3)o2)sc(C(C)=O)c1C | ? | i | i | 0.3 | i | i | i | -8.3 | i | i | i
COc1ccc2nc3c(cc2c1)c(NC(=O)C1CCCO1)nn3CC(C)C (configuration not stated) | 4.3 | i | i | 78.5* | i | i | i | -4.7 | i | i | i
Cc1ccc(OCCn2c(SCCO)nc3c(N)ncnc32)cc1 | -1.2 | i | i | -4.5 | i | i | i | -13.8 | i | i | i
COC(=O)c1c(NC(=O)CC2Nc3ccccc3NC2=O)sc(C)c1C (configuration not stated) | 4.7 | i | i | 0.5 | i | i | i | -4.3 | i | i | i
CCCC(=O)C1=C(O)C(C(=O)OC)C(C)(C)CC1=Nc1ccc(Br)cc1 (configuration not stated) | 0.3 | i | i | -0.2 | i | i | i | -3.0 | i | i | i
COc1ccc(C(=S)N2CCOCC2)cc1OC(=O)c1cc(OC)c(OC)c(OC)c1 | 0.1 | i | i | 2.8 | i | i | i | -7.9 | i | i | i
CCc1cccc(C)c1NS(=O)(=O)c1cccs1 | -1.9 | i | i | -1.9 | i | i | i | -6.8 | i | i | i
CCn1cc(C(=O)OCC(=O)Nc2c(C)cccc2C)c(=O)c2ccc(C)nc21 | -4.2 | i | i | 5.4 | i | i | i | -1.6 | i | i | i
Cc1ccc(S(=O)(=O)N2CCCC(C(=O)NCC3CCCO3)C2)cc1 (configuration not stated) | 1.2 | i | i | 1.8 | i | i | i | -10.3 | i | i | i
O=C(N/N=C/C=C/c1cccc([N+](=O)[O-])c1)C(O)c1ccccc1 (configuration not stated) | 3.4 | i | i | -4.9 | i | i | i | -20.0 | i | i | i
COC(=O)c1c(NC(=O)COC(=O)Cn2cnc3ccccc32)sc(C)c1C | 6.2 | i | i | 2.5 | i | i | i | -7.3 | i | i | i

Assay outcomes deposited in PubChem BioAssay by several laboratories.

This is a subset; rates above refer to the full screens.
